Assay outcomes: PubChem BioAssay, The Scripps Research Institute Molecular Screening Center
FBW7 activator = human FBW7 E3 ligase activation, primary screen. Q969H0. AlphaScreen FBW7–phospho-cyclin E peptide binding, activator screen. normalized activity (activation), % at 26.1 µM. hit rate 0.13% among 650,000; in the data active = normalized activity above about 1.9%;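 also: purified mutant Fbw7 with reduced substrate affinity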
MITF inh = human MITF inhibition, primary screen. O75030. AlphaScreen MITF homodimerization, bead proximity signal. inhibition, % at 2.6 µM. hit rate 0.91% among 650,000. AID 1259374; in the data active = inhibition above about 50%;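 also: 0% = vehicle wells with protein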
Target sequence (O75030 whole entry, looked up): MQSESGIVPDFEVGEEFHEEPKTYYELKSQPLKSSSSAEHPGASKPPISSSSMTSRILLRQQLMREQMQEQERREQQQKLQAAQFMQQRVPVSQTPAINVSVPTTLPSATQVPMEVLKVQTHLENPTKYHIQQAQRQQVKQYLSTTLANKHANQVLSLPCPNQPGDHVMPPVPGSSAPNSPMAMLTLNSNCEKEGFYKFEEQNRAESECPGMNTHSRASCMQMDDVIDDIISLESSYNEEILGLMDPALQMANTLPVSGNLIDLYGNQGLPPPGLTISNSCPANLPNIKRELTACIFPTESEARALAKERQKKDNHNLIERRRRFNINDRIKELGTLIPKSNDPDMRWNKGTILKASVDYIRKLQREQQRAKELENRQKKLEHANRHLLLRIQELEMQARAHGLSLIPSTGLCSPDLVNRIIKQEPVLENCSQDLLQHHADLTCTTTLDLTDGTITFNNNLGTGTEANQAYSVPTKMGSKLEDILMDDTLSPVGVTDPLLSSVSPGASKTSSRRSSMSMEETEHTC
TEAD-YAP block = TEAD-YAP interaction inhibition. HEK-TIYL cells, TEAD-Gal4/YAP UAS-luciferase luminescence. inhibition, % at 9.12 µM. hit rate 1.4% among 640,000; in the data active = inhibition above about 32%;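 also: 0% = median of test compound wells and 100% = reference inhibitor wells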
GPR151 ag = human GPR151 activation; hit rate 1% among 650,000; PathHunter beta-arrestin GPR151 cells, luminescence; activation, % at 11.2 µM; AID 1508602; Q8TDV0; in the data active = activation above about 4.9%;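 also: 0% = median of compound wells and 100% = cells with positive control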
Target sequence (Q8TDV0 whole entry, looked up): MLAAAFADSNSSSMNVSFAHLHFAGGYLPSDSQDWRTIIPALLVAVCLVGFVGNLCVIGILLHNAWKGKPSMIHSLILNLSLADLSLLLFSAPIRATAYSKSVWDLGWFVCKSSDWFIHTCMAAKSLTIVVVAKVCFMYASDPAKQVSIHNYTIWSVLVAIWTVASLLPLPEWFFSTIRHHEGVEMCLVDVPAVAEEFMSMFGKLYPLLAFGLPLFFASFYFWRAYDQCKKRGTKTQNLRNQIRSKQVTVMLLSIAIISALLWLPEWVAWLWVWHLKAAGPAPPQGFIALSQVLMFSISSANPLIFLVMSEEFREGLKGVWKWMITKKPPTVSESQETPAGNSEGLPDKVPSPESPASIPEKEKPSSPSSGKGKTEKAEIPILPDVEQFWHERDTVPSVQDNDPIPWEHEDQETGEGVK
An asterisk follows results filed as active.

canonical_smiles	FBW7 activator	MITF inh	TEAD-YAP block	GPR151 ag
O=C(Cn1c(=O)[nH]c2ccccc2c1=O)N1CCN(c2cccc(Cl)c2)CC1	0.1	-12	-8	-0.5
Cc1cccc(C)c1NC(=O)C1(N(Cc2ccco2)C(=O)Cn2cccc([N+](=O)[O-])c2=O)CCCCC1	0.1	16	-1	-0.7
O=C(CCN1C(=O)C2C3C=CC(C3)C2C1=O)Nc1ccccc1F (stereo not given)	-0.2	-14	-6	-0.6
O=C(NC1CCCCCC1)c1ccc(Cl)c([N+](=O)[O-])c1	0.1	21	-2	-0.1
O=C1c2cccc([N+](=O)[O-])c2C(=O)N1CNc1ccccc1-c1ccccc1	0.4	8	-2	0.1
CN(Cc1ccccc1)C(=O)c1ccc2c(c1)S(=O)(=O)N=C1CCCCCN12	0.7	11	-1	-0.7
CC(C)NC(=O)CCc1nc(-c2ccccc2F)no1	0.0	1	-13	-1.8
CC(C)NC(=O)Cn1c(SCC(=O)OC2CCCCC2)nc2ccccc21	-0.1	-7	-8	-1.0
CCN(CC)S(=O)(=O)c1ccc2c(c1)c(=O)c(C(=O)NCCc1ccccc1)cn2C	-0.2	2	-6	-1.3
N#CC1=C(N)Oc2n[nH]c(-c3ccc(Br)cc3)c2C1c1ccsc1 (stereo not given)	-0.6	-22	-4	0.2
Cc1ncc(CO)c2cc(C(N)=S)c(=Nc3cccc(C(F)(F)F)c3)oc12	-0.3	7	8	0.4
CCOC(=O)c1c(C)[nH]c(C)c1C(=O)COC(=O)c1c(-c2ccccc2)noc1C	0.1	4	1	0.5
CN(CC(=O)NC1CCCC1)S(=O)(=O)c1ccc2[nH]c3c(c2c1)CCCC3	0.0	0	6	1.5
O=C(Nc1ccccc1Br)c1cc(S(=O)(=O)N2CCc3ccccc3C2)ccc1F	0.2	-7	5	1.1
CCOC(=O)c1ccc(NC(=O)C(=O)NCC2OCCc3ccccc32)cc1 (stereo not given)	-0.1	22	-2	-0.4
COC(=O)c1cccc(NC(=O)CSc2nc3ccc([N+](=O)[O-])cc3[nH]2)c1	0.7	16	1	0.0
Cc1cccc(-c2nc(CS(=O)CC(=O)NCc3ccccc3Cl)c(C)o2)c1 (stereo not given)	0.1	1	1	1.2
Cc1ccc(N(C(=O)c2cccc(Cl)c2)C2C=CS(=O)(=O)C2)cc1C (stereo not given)	0.5	10	6	0.3
COc1ccccc1N1CCN(S(=O)(=O)c2ccccc2)CC1	-0.3	-12	4	1.9
O=C(COc1ccc(I)cc1)N1CCc2ccccc21	0.7	38	-17	-1.4
COCCNc1ccc2ncc(-c3ccc(N)cc3)n2n1	-0.1	-6	5	3.4
CSc1nnc2c(n1)OC(c1cccc(Cl)c1)Nc1ccccc1-2 (stereo not given)	0.5	8	-4	-1.5
Cc1cc(C(=O)O)ccc1NC(=O)c1ccccc1	0.2	0	0	-2.0
COc1cc2c(cc1OC)C(C)N(C(=O)CCN1C(=O)C3C4C=CC(C4)C3C1=O)CC2 (stereo not given)	0.0	-8	-7	0.5
CCON1C(=O)NC(c2cc(F)ccc2C)(C(F)(F)F)C1=O (stereo not given)	0.2	7	-1	1.8
O=C(Nc1nnc(C2CC2)s1)C1CCCO1 (stereo not given)	0.1	-12	-20	-0.4
COc1ccc(-c2nc3cc([N+](=O)[O-])ccc3o2)cc1	-0.1	-10	-49	0.0
CCN(CC)c1c([N+](=O)[O-])ncn1C	0.0	4	3	-0.2
CCN1CCN(C(=O)c2ccc(OC3CCN(C(=O)C4CC4)CC3)cc2)[C@@H](C)C1=O	0.1	-3	2	0.0
O=S(=O)(CCN1CCC(c2nc(-c3ccccc3)no2)CC1)c1ccccc1	-0.1	-13	-1	0.9
CCCC(C)NC(=O)c1ccc(SC)cc1OC (stereo not given)	0.4	14	-6	0.3
CCOc1ccc(CN2CCN(Cc3ccccc3Cl)CC2CCO)cc1 (stereo not given)	0.2	14	0	-1.4
CCC(C)c1ccccc1NS(=O)(=O)Cc1ccccc1 (stereo not given)	0.0	-2	5	5.8*
CCc1nc(SCC(=O)NC)c2ccccc2n1	0.4	11	2	0.1
CCCC(C)NC(=O)c1ccccc1NS(=O)(=O)c1ccc(C)cc1 (stereo not given)	0.2	2	9	2.9
O=C(CCC(=O)NC1CCCCC1)N/N=C/c1ccc(OCc2ccccc2)cc1	0.1	4	0	-1.4
CC(=O)Nc1ccccc1NC(=O)c1ccc(Cl)cc1	0.1	12	3	-1.3
COc1ccc(C(=O)N2CCc3cc(OC)c(OC)cc3C2c2ccccc2)cc1OC (stereo not given)	0.0	-3	-19	-0.4
CCN(CC)c1ccc(/C=C(\C#N)C(=O)Nc2ccc(S(N)(=O)=O)cc2)cc1	0.1	9	7	0.0
CCOC(=O)N1CCC(N2CC34C=CC(O3)C(C(=O)Nc3ccc(F)cc3)C4C2=O)CC1 (stereo not given)	0.1	-4	11	-0.1
Cc1cc(NS(=O)(=O)c2ccccc2)c(C)cc1N	0.5	-4	-3	1.1
Cc1ncc2c(Nc3ccncc3)nc3ccccc3n12	0.2	11	-27	0.4
COc1ccc(NC(=O)CN(C)C(=O)C2=NN(C3CCS(=O)(=O)C3)C(=O)CC2)cc1 (stereo not given)	-0.1	-2	8	-0.1
N#CCc1nn(-c2cccc(Cl)c2)c(N)c1C#N	0.0	-9	-13	0.1
CCCOc1ccc(Br)cc1C1C(C(=O)OCC)=C(C)Nc2nnnn21 (stereo not given)	0.0	3	9	0.3
Cc1ccc2nc(NC(=O)CCNS(=O)(=O)c3ccc4[nH]c(=O)ccc4c3)sc2c1	0.9	-4	5	-0.4
N#Cc1cc([N+](=O)[O-])ccc1NC(=O)CSc1nnc(C2CC2)n1-c1ccccc1	-0.1	-4	21	-1.2
COC(=O)c1ccc(-c2ccc(/C=C3/C(=N)N4N=C(C5CCCCC5)SC4=NC3=O)o2)cc1	0.0	6	3	-0.7
CCOc1ccc2c(c1)C(=C1SC(C(=O)OC)=C(C(=O)OC)S1)C(=S)C(C)(C)N2S(=O)(=O)c1ccc(C)cc1	0.1	-11	-3	0.0
COc1ccc2c(c1)OC(C)CN(CCC(=O)NCc1cnn(-c3ccccc3)n1)C2 (stereo not given)	-0.1	9	11	-0.1
Cc1ccc(-c2c(N3CCCCCC3)c(=O)c2=O)cc1C	-0.2	-7	0	-1.5
O=C(O)c1ccc(CNS(=O)(=O)c2cc(C(F)(F)F)ccc2Cl)cc1	0.2	7	0	1.0
COc1ccc(N2CC(C(=O)N/N=C/c3ccc([N+](=O)[O-])cc3)CC2=O)cc1 (stereo not given)	0.1	6	10	-0.6
COc1ccc2c(c1)CC(C(=O)Nc1ccc(-c3cn[nH]c3C)cc1N(C)CCN1CCOCC1)CO2 (stereo not given)	-0.3	6	1	-0.4
CCS(=O)(=O)N1CCN(S(=O)(=O)c2ccc(C)c(Cl)c2)CC1	0.0	-6	-1	-1.2
O=S(=O)(O)C(F)(F)c1nc2ccccc2s1	0.1	20	-8	-0.8

Results in TEAD-YAP block and FBW7 activator (two entries from above):
SMILES	TEAD-YAP block	FBW7 activator
COc1ccc2c(c1)CC(C(=O)Nc1ccc(-c3cn[nH]c3C)cc1N(C)CCN1CCOCC1)CO2 (stereo not given)	1	-0.3
O=S(=O)(O)C(F)(F)c1nc2ccccc2s1	-8	0.1

Later entries
canonical_smiles	FBW7 activator	MITF inh	TEAD-YAP block	GPR151 ag
O=C(CSc1nnc(-c2ccncc2)o1)Nc1ccc(Br)cn1	-0.3	-9	-14	-0.2
COc1ccc(C2CC(=O)C3=C(C2)Nc2ccccc2N(C(=O)C2CC2)C3c2cccc(F)c2)cc1 (stereo not given)	0.1	-5	5	1.8
COc1ccccc1NC(=S)Nc1ccccc1OC	0.0	-7	-2	0.2
COc1ccc(Nc2cc(C)c3ccccc3n2)cc1Cl	-0.2	-4	-39	0.0
O=C(OC1Cn2c(=O)ccc(=O)n2C1)c1ccc([N+](=O)[O-])cc1	0.0	5	-1	-0.4
O=C1CCN(c2ccccc2[N+](=O)[O-])CC1	0.1	-17	-2	-1.6
Cc1ccc(NS(=O)(=O)c2ccc3c(c2)NC(=O)CC(=O)N3)cc1F	0.1	-19	-10	0.3
CCn1cc(C(=O)N2CC(C)CC(C)C2)c(=O)c2cc(S(=O)(=O)N3CCCC3)ccc21 (stereo not given)	-0.2	14	10	1.1

Brought forward from above: three entries, followed by the next part.
canonical_smiles	FBW7 activator	MITF inh	TEAD-YAP block	GPR151 ag
O=C1CCN(c2ccccc2[N+](=O)[O-])CC1	0.1	-17	-2	-1.6
Cc1ccc(NS(=O)(=O)c2ccc3c(c2)NC(=O)CC(=O)N3)cc1F	0.1	-19	-10	0.3
CCn1cc(C(=O)N2CC(C)CC(C)C2)c(=O)c2cc(S(=O)(=O)N3CCCC3)ccc21 (stereo not given)	-0.2	14	10	1.1
Cc1ccc2nc(SCC(=O)Nc3nc(C)cs3)c(C#N)cc2c1	1.5	7	-14	1.0
CCC12CN3CCN(CC(C3)/C1=N\NC(=O)c1cc3ccccc3cc1O)C2	0.6	-2	3	-1.0
CCOc1ccc(N2CCN(CCNC(=O)Nc3cccc(Cl)c3)CC2)cc1	0.5	21	-1	5.5*
N#Cc1ccccc1CN1C(=O)NC(Cc2c[nH]c3ccccc23)C1=O (stereo not given)	-0.1	-9	3	-0.4
Cc1cnc(-c2ccc(N3CCOCC3)nc2)nc1NCCCN1CCCC1=O	0.1	7	10	-1.2
Cn1c(SCC(=O)N2CCN(c3nc4ccccc4s3)CC2)nc2sc3c(c2c1=O)CCCC3	-0.2	3	0	0.5
Cc1ccc2cc3cc(C(=O)N4CCC5(CC4)OCCO5)sc3nc2c1	-0.1	9	-7	-1.2
CCCc1ccc(OC(C)c2nc(-c3nonc3N)no2)cc1 (stereo not given)	0.4	2	3	-0.5

Three entries already listed, ordered by heavy-atom count, lowest first:
canonical_smiles	FBW7 activator	MITF inh	TEAD-YAP block	GPR151 ag
CCCc1ccc(OC(C)c2nc(-c3nonc3N)no2)cc1 (stereo not given)	0.4	2	3	-0.5
N#Cc1ccccc1CN1C(=O)NC(Cc2c[nH]c3ccccc23)C1=O (stereo not given)	-0.1	-9	3	-0.4
CCC12CN3CCN(CC(C3)/C1=N\NC(=O)c1cc3ccccc3cc1O)C2	0.6	-2	3	-1.0

Later entries
canonical_smiles	FBW7 activator	MITF inh	TEAD-YAP block	GPR151 ag
Cn1c2ccccc2c2c(C(=O)N3CCCC3)cn(C3CCCC3)c(=O)c21	0.0	7	-7	1.0
COc1cc(N=C2C(=O)Nc3c(Cl)cc(Cl)cc32)cc(OC)c1OC	-0.1	21	1	-0.7
CC(C)Cn1c(NC2=NCCC2)cc(=O)n(C)c1=O	-0.1	8	3	-0.4
O=C1c2nccnc2C(=O)N1c1cccc(Cl)c1	0.0	13	0	-0.4
Cc1ccc(NC(=O)CCC(=O)OCC(=O)c2ccc([N+](=O)[O-])cc2)cc1	-0.1	19	7	-0.6
O=C(NCc1ccccc1)C(c1ccc(O)cc1)N(C(=O)c1cnccn1)c1ccccc1 (stereo not given)	0.1	11	21	-0.9
COc1cc(C(=O)Nc2ccc(CN3CCCC3)cc2)cc(OC)c1OC	-0.1	-11	5	0.1
CC(C)c1ccc(OCC(=O)Nc2nccs2)cc1	0.0	8	81*	-2.9
Cc1cc(C(F)(F)F)nc(CCNC(=O)CCc2nnc(-c3ccsc3)o2)n1	-0.1	-1	-7	-0.6
CCOC(=O)C1CCN(C(=O)C2CCCN(Cc3ccncc3)C2)CC1 (stereo not given)	0.0	2	-9	2.9
COc1ccc(OC)c(/C=C2/NC(=O)N(Cc3ccc(Cl)cc3)C2=O)c1	0.5	8	18	-1.6
O=C(NC1CC1)[C@H]1C=CCN1S(=O)(=O)c1ccccc1Cl	0.0	5	2	0.9
COc1ccc(C(CC(=O)Nc2ccc(C)cc2)N2Cc3ccccc3C2=O)cc1OC (stereo not given)	0.7	9	-1	-0.9
CCN1/C(=C/C=C/c2cc[n+](CC)c3ccccc23)C=Cc2ccccc21	0.2	5	9	0.0
Cc1cccc(N2CCN(S(=O)(=O)CCNC(=O)C34CC5CC(CC(C5)C3)C4)CC2)c1	0.9	19	9	0.3
O=C(Nc1ccc(Cl)c(C(F)(F)F)c1)c1ccco1	0.0	-9	-20	-0.1
N#Cc1ccc(/C=N/NC(=O)COc2ccc(Cl)cc2Cl)cc1	-0.1	-20	5	-1.4
CCOC(=O)c1c(N2C(=O)C3CC=C(Cl)CC3C2=O)sc2c1CCCC2 (stereo not given)	0.0	-6	1	0.1
Cc1ccc(NCC(=O)N/N=C/c2cn[nH]c2-c2ccccc2)cc1	0.2	2	3	0.6
O=C(NCCc1nc2ccccc2[nH]1)c1ccco1	0.1	-6	4	-0.2
Cc1ccccc1NC(=O)c1cccc(N2C(=O)C3C4C=CC(C4)C3C2=O)c1 (stereo not given)	0.2	3	-3	-0.8
CCC(C)c1ccccc1NC(=O)c1nc2nccc(C)n2n1 (stereo not given)	0.1	16	-1	-1.5
CCC(CC)NS(=O)(=O)c1cc(Cl)ccc1Cl	0.0	-12	-4	0.6
O=C(O)CSc1nnc(NC(=O)CC(=O)O)s1	0.1	3	-8	1.4
CCOC(=O)C1=C(C)NC2=C(C(=O)C(C(=O)OC)C(C)C2)C1c1ccc2c(c1)OCO2 (stereo not given)	0.0	-3	-6	-0.1
Cc1oc(C(C)(C)C)cc1C(=O)Nc1cccc(/C=C/C(=O)O)c1	-0.1	0	7	-0.6

Outcome played no part in choosing rows (roughly 3.4% active in at least one column).
